Screens from PubChem.
DRD3 agonist: qHTS of D3 Dopamine Receptor Agonist: qHTS; D(3) dopamine receptor (Homo sapiens), P35462; D3R DiscoveRx beta-arrestin cells, luminescence, 90 min; max activation, %; actives 0.58% (n = 410,000); AID 652048, 2013; in the data active = max activation above about 30%; note: 0% is about no effect; mostly tested at two doses, the higher about 12 µM
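Agonist mode: compounds and dopamine controls were applied to plated cells for 90 min at 37 degrees C after an overnight attachment at 1500 cells/well. Luminescent read-out followed 30 - 60 minutes at room temperature with DiscoveRx detection reagent.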
IL2 activator: qHTS of IL-2 Activators. IL-2 activation reporter assay, cell-based qHTS; stimulated with anti-CD3/CD4/CD28 beads; in transgenic mouse T cells. activation, % (series mostly up to about 46 µM). actives 0.065% (n = 360,000). AID 652025, 2013; in the data active = activation above about 50%; inconclusive = mostly about 30% to 49%; note: 0% is about no effect
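Unstimulated transgenic mouse T cells preincubated 60 min with compound, then stimulated with anti-CD3/anti-CD4-coated beads plus anti-CD28 for 18 h at 37 degrees C. IL-2 response read as EGFP and DsRed fluorescence by plate cytometry.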
GLP-1R agonist: qHTS of GLP-1 Receptor Agonists. HEK293 GLP-1R CRE-luciferase, luminescence, 4-6 h; cells express a hypersensitive GLP-1R form. Potency, µM (series often up to 45.6 µM), without a hit: at the highest dose activation, usual class: activators. AID 624172, 2012. actives 0.007% (n = 380,000). Glucagon-like peptide 1 receptor (Homo sapiens), P43220; note: potency is the fitted concentration of half-maximal effect; % of control where 0% means no effect
PI5P4Ka inh: qHTS for Inhibitors of phosphatidylinositol 5-phosphate 4-kinase (PI5P4K); Phosphatidylinositol 5-phosphate 4-kinase type-2 alpha (Homo sapiens), P48426; PI5P4Kalpha enzyme, ADP-Glo luminescence, 60 min; active compounds read low; max response, %; actives 1.2% (n = 330,000); AID 652105, 2013; active = max response of -50% or lower; inconclusive = between -30% and -50%; inactive = -30% or higher; note: value at the top dose of about 77 µM; % is set by controls: 0 for no effect and ±100 for the full control effect
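Quantitative HTS of the MLSMR library against PI5P4Kalpha with substrate. ATP added last at 5 microM final; room temperature, 60 minutes. Remaining ATP depleted, ADP converted and read as luminescence.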
WRN inhibitor: qHTS for Inhibitors of WRN Helicase; Bifunctional 3'-5' exonuclease/ATP-dependent helicase WRN (Homo sapiens), Q14191; WRN helicase unwinding, fluorescent forked duplex, kinetic; Potency, µM (titrated, usually from 114 µM), inactives show at the highest dose activity change, negative = inhibition, hits mostly inhibitors; actives 0.46% (n = 360,000); note: potency is the fitted concentration of half-maximal effect; % is set by controls: 0 for no effect and ±100 for the full control effect; nearly all actives have a fitted effect of over 55% in size
Target sequence (Q14191 whole entry, looked up): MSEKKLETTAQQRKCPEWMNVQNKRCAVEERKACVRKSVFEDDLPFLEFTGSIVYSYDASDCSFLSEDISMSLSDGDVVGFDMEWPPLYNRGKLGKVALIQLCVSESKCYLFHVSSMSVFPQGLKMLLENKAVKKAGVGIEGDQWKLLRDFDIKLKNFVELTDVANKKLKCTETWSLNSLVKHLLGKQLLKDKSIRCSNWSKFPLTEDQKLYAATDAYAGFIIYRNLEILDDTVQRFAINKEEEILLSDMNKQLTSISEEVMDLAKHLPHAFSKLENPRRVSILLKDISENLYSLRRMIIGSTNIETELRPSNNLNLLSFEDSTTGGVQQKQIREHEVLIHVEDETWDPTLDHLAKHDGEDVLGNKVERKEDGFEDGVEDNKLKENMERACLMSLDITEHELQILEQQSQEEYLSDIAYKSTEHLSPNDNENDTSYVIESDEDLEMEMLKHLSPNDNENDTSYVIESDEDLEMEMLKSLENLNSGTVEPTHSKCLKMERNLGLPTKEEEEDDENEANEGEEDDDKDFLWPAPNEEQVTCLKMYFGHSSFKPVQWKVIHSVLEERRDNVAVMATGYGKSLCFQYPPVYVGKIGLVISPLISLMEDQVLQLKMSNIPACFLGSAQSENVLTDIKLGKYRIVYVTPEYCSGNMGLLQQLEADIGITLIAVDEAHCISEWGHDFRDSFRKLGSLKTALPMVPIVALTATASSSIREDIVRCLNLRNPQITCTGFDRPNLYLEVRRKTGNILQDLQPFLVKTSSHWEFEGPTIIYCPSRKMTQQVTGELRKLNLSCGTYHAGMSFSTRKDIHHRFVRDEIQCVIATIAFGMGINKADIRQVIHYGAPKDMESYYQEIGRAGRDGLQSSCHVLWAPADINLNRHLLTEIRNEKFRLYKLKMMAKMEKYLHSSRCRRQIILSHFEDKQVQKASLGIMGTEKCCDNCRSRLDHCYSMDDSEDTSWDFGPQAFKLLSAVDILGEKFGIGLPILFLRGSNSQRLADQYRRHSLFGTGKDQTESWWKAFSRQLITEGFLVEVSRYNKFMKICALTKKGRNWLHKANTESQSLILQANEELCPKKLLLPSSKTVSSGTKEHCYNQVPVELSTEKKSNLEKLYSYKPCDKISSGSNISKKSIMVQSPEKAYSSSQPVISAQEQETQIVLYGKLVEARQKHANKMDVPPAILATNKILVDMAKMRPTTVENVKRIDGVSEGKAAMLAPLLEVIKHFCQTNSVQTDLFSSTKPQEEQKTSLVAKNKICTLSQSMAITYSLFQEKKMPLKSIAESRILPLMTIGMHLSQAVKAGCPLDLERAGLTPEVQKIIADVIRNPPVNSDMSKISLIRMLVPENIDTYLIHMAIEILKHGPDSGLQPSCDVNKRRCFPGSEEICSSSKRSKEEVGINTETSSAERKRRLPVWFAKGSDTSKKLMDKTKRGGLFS
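Enzyme (20 nM final) and test compound sit together 15 min at room temperature before substrate addition. Substrate is a single-forked duplex oligonucleotide (100 nM) labelled with fluorophore and quencher, with 2 mM ATP; helicase unwinding raises red fluorescence, read kinetically.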
DRD3 antagonist: qHTS of D3 Dopamine Receptor Antagonist: qHTS. D3R cells, DiscoveRx beta-arrestin luminescence, antagonist mode; active compounds read low. max response, negative = inhibition, %. actives 2.5% (n = 360,000); in the data active = max response below about -50%; inconclusive = no clear call, values can overlap the other calls; note: % is set by controls: 0 for no effect and ±100 for the full control effect; mostly tested at two doses, the higher about 12 µM
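Cells expressing the human receptor were seeded at 1500 cells/well, incubated overnight at 37 degrees C in 5% CO2, then exposed to library compounds with dopamine controls for 90 minutes at 37 degrees C before luminescent detection.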
GLP1R cytotox: qHTS of GLP-1 Receptor Inverse Agonists: Cytotox Screen; HEK293 cAMP-luciferase reporter cells, luminescence, 24 h; Potency, µM (titrated, usually from 38.3 µM), for the others: top-dose activity change, negative = inhibition, hits mostly inhibitors; actives 0.13% (n = 410,000);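 note: loss of luciferase light is scored as toxicity; potency is the fitted concentration of half-maximal effect; % is set by controls: 0 for no effect and ±100 for the full control effect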
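Here, cytotoxicity is scored as loss of luminescence. The MLSMR collection was tested on cells seeded in medium containing 10% Nu serum, with a 24 hr compound exposure preceded by 12 hours of culture.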
PLK1 PBD inh: qHTS for Inhibitors of PLK1-PDB (polo-like kinase 1 - polo-box domain): Primary Screen | Plk1 PBD binding of FITC phosphopeptide, fluorescence polarization | Potency, µM, without a hit: max response, negative = inhibition, actives largely listed as inhibitors | actives 2.8% (n = 360,000) | AID 720504, 2013 | Serine/threonine-protein kinase PLK1 (Homo sapiens), P53350; note: potency is the fitted concentration of half-maximal effect; series mostly up to about 57 µM; % is set by controls: 0 for no effect and ±100 for the full control effect; nearly all actives have a fitted effect of over 65% in size
GLP1R inv ag: qHTS of GLP-1 Receptor Inverse Agonists (Inhibition Mode); Potency, µM (top dose mostly 38.3 µM), without a hit: top-dose activity change, negative = inhibition, hits mostly inhibitors; actives 1.6% (n = 410,000); Glucagon-like peptide 1 receptor (Homo sapiens), P43220; HEK293 GLP-1R CRE-luciferase, luminescence, 24 h; GLP-1R form is constitutively active; note: potency is the fitted concentration of half-maximal effect; % is set by controls: 0 for no effect and ±100 for the full control effect; nearly all actives have a fitted effect of over 55% in size
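Using stably transfected HEK293 (constitutively active GLP-1R, cAMP-luciferase reporter), compounds were incubated 24 hr and luciferase measured by luminescence.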
* hit, by the source's call; u = inconclusive; x = no result given; & = joins results of further samples; [ ] = dose if it differs, or a comment. Unless noted, calls come from the whole dose curve; as a rule, active = well fitted curve in the direction sought with a large enough effect; inconclusive = small, poorly fitted or top-dose-only effect, or another doubt; inactive = no such curve, though single readings can be large; an effect the other way counts as inactive or inconclusive. Hits appear at their usual frequency. About 7.8% of those tested had a hit in this group.

SMILES	GLP1R inv ag	GLP1R cytotox	IL2 activator	GLP-1R agonist	DRD3 antagonist	WRN inhibitor	DRD3 agonist	PLK1 PBD inh	PI5P4Ka inh
O=C(Cc1cccs1)Nc1ccc(-c2nc3ccccc3[nH]2)cc1	4.5µM*	-23%	-0.2	-1%	10	5%	-1	30µM*	-22
Fc1cccc(Nc2nc3ccccc3n3cnnc23)c1	161%[activator]	-2%	-2.2	-3%	-16	8%	-2	-14%	-1
COCCn1c(=N)c(C(=O)NCc2ccco2)cc2c(=O)n3cc(C)ccc3nc21	29%&2%	194%&2%[activator]	0.6	10%&0%	-7	-2%	0&4	-27%	-2
O=C(CCc1nnc2n(Cc3ccccc3Cl)c(=O)c3ccccc3n12)NCCCN1CCOCC1	16%	8%	0.9	-3%	-10	2%	-3	0%	3
COc1cc(OC)c(-c2nc3ccccc3s2)cc1OC	u	4%	0.4	23%	19	-10%	21	-28%	13
CCOc1ccc2oc(C(=O)Nc3ccc(C)cn3)c(C)c2c1	7%	4%	-2.0	10%	32	-3%	1	3%	3
CC(n1cnnn1)C12CC3CC(CC(C3)C1)C2 (stereo not given)	0%	8%	0.7	16%	-10	-7%	4	2%	-6
COc1ccc(CNC(=O)CSc2nnnn2Cc2ccccc2)cc1	-27%	-11%	-1.1	-9%	-2	1%	-6	-12%	2
NC(=S)NN=Cc1nccc2ccccc12	u	u	-0.8	6%	0	-12%	4	-15%	-9
Cc1ccc2c(C(=O)CN3CCCCC3)c(C)[nH]c2c1	15%	10%	-1.5	-3%	0	-2%	2	0%	3
O=C([C@@H]1CCCN1C(=O)c1cccs1)N1CCN(S(=O)(=O)c2cccc(F)c2)CC1	-19%	9%	0.4	-6%	7	0%	-8	0%	5
CCn1cc(Cl)c(C(=O)Nc2nc3ccccc3n2CCN2CCCCC2)n1	8%	9%	-1.3	-2%	u	-4%	-7	-14%	-7
CN(/N=C/C=C/c1ccccc1)C1=NS(=O)(=O)c2ccccc21	15%	-3%	-2.1	0%	-8	-29%	-9	-8%	-3
COc1ccccc1NC(=O)Cc1c(F)cccc1Cl	0%	-3%	-0.2	0%	6	-3%	2	-2%	7
Cc1ccc(S(=O)(=O)N2Cc3ccccc3CC2C(=O)Nc2ccc3c(c2)OCO3)cc1 (stereo not given)	u	-20%	16	4%	0	-36%	-2	-16%	-51*
CCOC(=O)c1cnc2c(-c3ccccc3OC)c(C)nn2c1C	21%	-38%	0.5	3%	17	3%	-1	0%	-5
COc1ccc(NC(=O)C(C2CC2)n2c(=O)c(-c3cc4ccccc4[nH]3)nc3ccccc32)cc1 (stereo not given)	u	x	-0.5	x	-21	-9%	-15	0%	5
CN(C)C(=O)Cn1c(SCC(=O)NCc2ccc3c(c2)OCO3)nc2ccccc21	14%	-1%	0.7	-15%	-1	0%	0	0%	-4
Nc1ccccc1SCc1c(Cl)cccc1Cl	u	0%	-2.4	8%	-2	-9%	-5	-5%	27
CCCC1=NN(C(=O)CCc2ccccc2O)C(O)(C(F)(F)F)C1 (stereo not given)	u	-16%	1.6	11%	-15	2%	-6	-14%	7
NC(=O)NC(Cc1ccccc1)C(=O)NNC(=O)COc1ccccc1Cl (stereo not given)	0%	6%	1.5	3%	20	4%[11.6 µM]	21	-3%	-23
COc1cc(OC)cc(C(=O)N[C@H](C(=O)NCCc2c[nH]c3ccccc23)C(C)C)c1	-6%[0.307 µM]	-1%[0.307 µM]	1.9	2%	-13	-7%	2	-4%	2
Cc1ccc(N2C(=O)CC(N3CCN(C4CCc5ccccc5C4)CC3)C2=O)cc1 (stereo not given)	-24%	-8%	0.3	-5%	-55*	6%	-14	-5%	12
COC(=O)c1ccc(C(=O)OC)c(NC(=S)N2CCN(c3cccc(Cl)c3)CC2)c1	u	-10%	0.5	-30%	-25	2%	2	-7%	4
Cn1c(SCC(=O)Nc2ccccc2)nnc1-c1ccc(NC(=O)CCc2ccccc2)cc1	7%	4%	-1.5	-13%	-23	3%	-3	-10%	-4
CCC(=O)NC1CC2CCCC(C1)N2Cc1ccc(C)cc1 (stereo not given)	0%	-17%	1.0	9%	-108*	-8%	-20	-14%	-3
CCCCn1c(N)c(N(Cc2ccccc2OC)C(=O)c2cc(CC)c(C)s2)c(=O)[nH]c1=O	-10%	-21%	0.7	-29%	-6	4%	5	-3%	-4
C=CCCC(=O)N1C[C@H]2CON(C)[C@H]2C[C@H]1c1ccccc1Br	-1%	-5%	0.6	-1%	-21	-7%	-4	-10%	-3
Cc1ccc(C2CN(c3ccccc3)CC2C(=O)c2ccc(F)cc2)cc1 (stereo not given)	10µM*	41%[activator]	-1.9	-16%	0	-13%[57.1 µM]	-2	-2%	0
CN(C)CCCN(C(=O)c1ccc(S(=O)(=O)N2CCCC2)cc1)c1nc2c(F)cc(F)cc2s1	u	-5%	0.4	1%	6	-8%	-3	-7%	-2
CCOc1ccc2[nH]c(=O)c(CN(CCCN3CCOCC3)C(=O)Nc3ccc(F)cc3)cc2c1	13%	1%	-4.0	-1%	-2	-4%	5	-1%	-9
COc1cc(OC)cc(C(=O)OCC(=O)NC2CCCCCCC2)c1	-9%	1%	-2.7	4%	-24	5%	-2	-15%	2
COC(=O)c1nn(Cc2ccccc2)c(=O)c2ccccc12	0%	4%	0.4	1%	-8	-10%	4	-5%	-1
O=C(NCC(c1ccco1)N1CCCCC1)c1cnc(Cl)c(Cl)c1 (stereo not given)	u	8%	-0.5	0%	-20	-4%	-10	-5%	1
CCC1(c2ccc(F)cc2)NC(=O)N(CC(=O)Nc2cccc(S(=O)(=O)N3CCCC3)c2)C1=O (stereo not given)	-20%	-4%	0.1	3%	7	4%	-15	6%	2
O=C(/C=C/c1cc([N+](=O)[O-])ccc1OC(F)F)Nc1cccc2ccccc12	9%	4%	-1.7	14%	5	-5%	-1	-11%	-5
O=C(CSCc1ccccc1)N1CCN(c2ccccc2)CC1	0%	-17%	0.3	2%	9	-4%	4	1%	-1
O=C(COC(=O)c1cnccn1)c1cccc([N+](=O)[O-])c1	22%	0%	-0.1	-4%	5	1%	-12	2%	3
CC(C(=O)NN)n1nnc(N2CCOCC2)n1 (stereo not given)	13%	5%	0.6	6%	-15	6%	-4	-2%	-1
CCn1c(SCc2nc3ccccc3[nH]2)nnc1-c1ccncc1	3%	30%	-2.0	0%	1	-2%[57.1 µM]	-10	-6%	x
Cc1nc(S(=O)(=O)N2CCN(c3ccccc3F)CC2)cn1C	5%	8%	x	5%	x	x	-13	x	x
CCCN(CCC)CCCNC(=O)c1cnn(-c2ccc(F)cc2)c1-n1cccc1	-28%	3%	x	5%	x	x	-17	x	x
COc1ccc(Nc2cc(Sc3ccc(OC)cc3)ncn2)cc1	u	15%	-5.0	13%	-29	-9%	-16	-4%	-19
CCOCCCNC(=O)c1c[nH]c2cc(OC)ccc2c1=O	4%	16%	0.8	-1%	0	-4%	-4	-10%	4
O=C(CC1SC(=NCc2ccccc2)NC1=O)Nc1ccccc1 (stereo not given)	-10%	11%	0.1	5%	-3	-31%[57.1 µM]	-4	-19%	1
COCC(=O)OCC(=O)N1N=C(c2ccc(Cl)cc2)CC1c1ccco1 (stereo not given)	-9%	3%	-2.5	10%	-12	-3%	-10	-8%	8
O=S(=O)(c1ccc(Cl)nc1)N1CCOCC1	-9%	11%	0.0	-9%	-6	10%	1	-9%	-8
Cc1ccc(S(=O)(=O)Nc2ccccc2F)cc1C(=O)NNC(=O)c1ccccc1O	u	-5%	-0.9	1%	9	-24%	12	-5%	3
CC(C)C[C@H](NC(=O)c1nc[nH]c1C(=O)N[C@@H](CCCCN)C(=O)OC(C)(C)C)C(=O)OC(C)(C)C	-10%	9%	1.4	0%	-12	-2%	2	7%	19
CCCn1nnnc1NCc1cccc(OC)c1OC	18%	0%	1.6	-1%	2	1%	9	u	2

Additional records:
SMILES	GLP1R inv ag	GLP1R cytotox	IL2 activator	GLP-1R agonist	DRD3 antagonist	WRN inhibitor	DRD3 agonist	PLK1 PBD inh	PI5P4Ka inh
CCOC(=O)/C(=N\Nc1cc(Cl)ccc1Cl)N1CCN(CC)CC1	u	-13%	1.3	2%	3	-13%	3	-19%	13
O=C(Nc1ccc(NC(=O)c2ccccc2Cl)nc1)c1ccco1	5%	16%	2.4	4%	-7	-23%	-11	-7%	-8
COc1ccc(NC(=O)N(C)C[C@H]2Oc3ccc(NS(=O)(=O)c4ccc(OC)cc4)cc3C(=O)N([C@H](C)CO)C[C@@H]2C)cc1	20%	12%	0.2	7%	22	-11%	17	-9%	-2
O=C(N/N=C/c1ccco1)c1cccc(S(=O)(=O)Nc2ccccc2Cl)c1	8%	0%	1.5	8%	-12	u	-12	-13%	-25
COc1ccc(OC)c(S(=O)(=O)N2CCC(C(=O)N3CCOCC3)CC2)c1	-5%	-5%	1.3	8%	-10	-1%	5	-7%	3
CCn1c(-c2csc3c2CCCC3)n[nH]c1=S	-17%	-26%	-0.5	0%	2	11%	2	-1%	-8
